# Assay outcomes (PubChem)
# ERAP1 inh – ERAP1 (human) enzyme inhibition; recombinant ERAP1, Leu-AMC fluorescence, 60 min; inhibition, % at 10.7 µM; 340,000 compounds, 0.15% hits; AID 652197;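 active = mean replicate inhibition of at least 30%, or all replicates individually reaching that 30% level; inactive = mean below 30% and not every replicate reaching it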;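 note: 0% = neutral control wells and 100% = L-leucinethiol positive control wells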
# SIRT5 block – inhibitors of human sirtuin-5 desuccinylase; inhibition, % at 15 µM; 330,000 compounds, 1.1% hits; Q9NXA8; Purified SirT5, succinyl-peptide AMC, trypsin-coupled fluorescence; in the data active = inhibition above about 15%; inconclusive = no clear call, values can overlap the other calls
# Target sequence (Q9NXA8 whole entry, looked up): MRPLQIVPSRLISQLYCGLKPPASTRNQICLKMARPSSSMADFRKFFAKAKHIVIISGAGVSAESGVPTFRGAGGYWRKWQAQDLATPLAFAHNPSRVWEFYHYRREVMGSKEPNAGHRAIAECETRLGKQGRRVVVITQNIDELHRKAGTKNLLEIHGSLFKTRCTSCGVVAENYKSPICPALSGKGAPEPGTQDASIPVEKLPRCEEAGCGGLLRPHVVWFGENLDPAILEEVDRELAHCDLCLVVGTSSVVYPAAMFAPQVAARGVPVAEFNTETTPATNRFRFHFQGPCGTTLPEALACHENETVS
# Xi reactivation – activators of X-chromosome reactivation in mouse fibroblasts | activation, % at 7.58 µM | AID 743238 | XiGFP mouse fibroblasts, % GFP-positive cells imaging, 3 d; cells co-treated with 5-aza-dC sensitizer; scaled so ellipticine positive control = 100% | 360,000 compounds, 0.055% hits;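 active = mean normalized replicate activation at least 10% and every replicate at or above 10%; inconclusive = only one of the two criteria met; inactive = mean below 10% and not all replicates reach 10%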;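 note: 0% = median of on-plate neutral control wells and 100% = ellipticine 6 µM median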
#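 Assay system: SV40-immortalized XiGFP fibroblast cells, line 68-5-11; buffer or medium: DMEM plus 5-aza-dC sensitizer; compound: one concentration, pinned; timing: compounds 3 days, fix/stain 15 min at room temperature; benchmarks: positive control ellipticine, 6 µM final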
# PGC1a acetyl inh – PGC1a acetylation modulation, inhibitor mode. 350,000 compounds, 0.17% hits. inhibition, % at 15.6 µM. AID 651687. U2OS PGC1a acetylation, AlphaScreen anti-acetyl-lysine; with virally co-expressed GCN5 acetyltransferase;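 active = every replicate shows inhibition of at least 40%; inconclusive = mean inhibition at least 40% but some replicate below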;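 note: 0% = neutral control wells and 100% = positive control wells; some results beyond the cut were filed as inactive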
# S100A4 inh HTS – blocks human S100A4 binding to myosin IIA peptide. inhibition, % at 10.7 µM. P26447. 360,000 compounds, 0.14% hits. S100A4/TAMRA-MyoIIA peptide fluorescence polarization;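 active = mean inhibition of at least 70% across replicates, with every replicate also reaching that level; inconclusive = mean inhibition reaches 70% but some replicates fall short; inactive = mean inhibition below 70%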
# Target sequence (P26447 whole entry, looked up): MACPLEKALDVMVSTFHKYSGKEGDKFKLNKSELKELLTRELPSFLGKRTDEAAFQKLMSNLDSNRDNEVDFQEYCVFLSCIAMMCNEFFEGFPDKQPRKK
#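 Material: S100A4 monomer protein | Medium: HEPES pH 7.2 with CaCl2, KCl, NaCl, DTT, Triton | Reagent: Labelled myosin peptide probe, 5 nM | Doses: One dose per compound | Times: 5 min incubation before reading | Benchmarks: Neutral control DMSO, positive control TFP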
# Statin myotox sup – suppressors of simvastatin-induced myotoxicity in C2C12 myotubes; ATP luminescence, 48 h; scaled: DMSO 0, geranylgeraniol control 100; rescue of ATP level, % at 7.49 µM; 330,000 compounds, 0.78% hits; AID 602340;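 active = mean ATP rescue above about 67%, or every replicate alone reaching that limit, limit read from the data, passing the limit was not always enough; inconclusive = no clear call, values can overlap the other calls; inactive = mean under the limit and some replicate under it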;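 note: myotubes were challenged with 10 µM simvastatin during compound exposure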
# Cneo AK release – Cryptococcus neoformans lysis via adenylate kinase release; lysis activity, % at 15 µM; C. neoformans lysis, adenylate kinase release luminescence, 4 h; normalised: neutral wells 0, clomiphene wells 100; 360,000 compounds, 0.2% hits;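 active = mean lysis activity across replicates of at least 80%, whatever share of replicates individually reach that level; inactive = mean lysis activity below 80%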
#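 Material: C. neoformans cells | Amount: Yeast cell density of 5 × 10^6 cells/mL | Medium: Fresh YPD growth medium | Dosing: Single dose | Times: Static 4 h at 37 °C with compound, 1 h detection | Detection: AK luminescence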
# LGR2 inh – inhibitors of bursicon-induced Drosophila LGR2 receptor cAMP signaling | HEK293 LGR2, CRE-luciferase, bursicon-stimulated, 4 h | inhibition, % at 9.99 µM | 380,000 compounds, 0.35% hits | AID 720647;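 active = drop in luminescence signal, shown as inhibition above about 50% in the replicate tests, limit read from the data, passing the limit was not always enough; inconclusive = probably only some replicates passing the limit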;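 note: agonist challenge used bursicon conditioned medium at about half maximal strength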
# * = called active by the depositor; u = inconclusive; x = no result given.
structure,LGR2 inh,S100A4 inh HTS,Statin myotox sup,PGC1a acetyl inh,Xi reactivation,ERAP1 inh,Cneo AK release,SIRT5 block
O=C(NCC(=O)N(c1cccnc1)C(C(=O)NC1CCCC1)c1ccccc1)c1ccco1 (configuration not stated),-23,17,x,1,0.0,-1,x,10
O=C(C[C@H]1C[C@H]2c3cc(NC(=O)Nc4ccccc4)ccc3O[C@H]2[C@H](CO)O1)NC1CCCCC1,-4,-18,5,4,0.5,-2,4,-1
CO[C@H]1CN(C)C(=O)c2cc(NC(=O)Nc3ccccc3)ccc2OC[C@H](C)N(C(C)=O)C[C@@H]1C,4,-1,-14,8,0.3,3,-2,-2
Cn1c(O)c(N=NC(=S)Nc2ccccc2F)c2cc(S(=O)(=O)N3CCOCC3)ccc21,-3,2,20,x,0.0,-1,0,-2
N#Cc1ccc(C23CC4(C2)[C@H](CN(CC2CCCCC2)[C@@H]4c2ccccc2)C3c2ccccc2)cc1 (some centres not stated),-3,1,0,0,-0.1,x,3,x
O=C1NCC(=O)N2CCC[C@@H]12,-26,8,5,4,x,0,1,0
CCOC(=O)CC1(C)NC(C(=O)O)C(C)(C)S1 (configuration not stated),6,-1,x,x,0.0,2,x,-3
CC(OC(=O)C1CC1)C(=O)Nc1cc(Cl)cc(Cl)c1 (configuration not stated),1,-1,3,-21,-0.1,3,4,x
CSCCC1NC(=O)N(CC(=O)N2CCc3ccccc3C2)C1=O (configuration not stated),5,-2,2,3,-0.1,-1,-1,1
CC(=O)OCC1OC(n2c3c(cc(C#N)c2=S)CCCC3)C(OC(C)=O)C(OC(C)=O)C1OC(C)=O (configuration not stated),-9,-11,x,3,0.0,-3,x,-1
Oc1ccc2ccc(Cl)cc2c1,-9,1,1,-2,0.1,0,x,-4
CCOC(=O)CSc1nc2c(sc(=S)n2-c2ccccc2)c(=O)n1-c1ccc(OC)cc1OC,6,-5,6,-11,0.0,0,2,-3
CN(C)c1ccc(C(=O)OCC(=O)Nc2ccc(N3CCOCC3)cc2)cc1,-2,-4,x,11,6.1,x,0,-1
C[C@H]1CN([C@@H](C)CO)C(=O)Cc2cc(NC(=O)Nc3ccccc3)ccc2O[C@@H]1CN(C)S(=O)(=O)c1cn(C)cn1,7,4,20,-6,-1.0,1,-1,7
CCCNC(=O)Cn1nc(-c2ccccc2OC)ccc1=O,14,-3,3,x,0.0,11,-2,4
Cc1ccc(OCCCCc2c(C)n[nH]c2C)cc1,16,1,2,-1,0.0,-1,15,-2
Cc1cccc(N(Cc2ccccc2)C(=O)CSC(C)C(=O)Nc2cc(C)on2)c1 (configuration not stated),19,0,18,x,0.1,3,0,-1
CN(C)CCCn1c(SCC(=O)N2c3ccccc3Sc3ccccc32)nc2ccccc2c1=O,-10,-11,-5,-11,0.9,4,8,0
O=C(NCc1ccccn1)c1ccc(Cl)s1,6,-4,2,-4,x,6,1,-3
O=C(Cn1cc(COc2cc(F)cc(F)c2)nn1)c1ccc(O)cc1,-4,0,5,-2,1.3,-4,-1,-1
O=C(Cc1cccnc1)N1CC(=O)N2[C@H](CO)[C@@H](c3ccc(/C=C/c4ccccc4)cc3)[C@H]2C1,-7,-9,x,-2,0.1,-1,x,-1
CC(=O)NC[C@@H]1[C@@H](c2ccccc2)[C@H](CO)N1C(=O)Cc1cccnc1,3,21,3,0,0.2,1,5,1
COCC(=O)N(C)C[C@@H]1Oc2ncc(C#Cc3ccc(OC)cc3)cc2C(=O)N([C@@H](C)CO)C[C@@H]1C,-1,2,38,8,-0.1,-1,1,-4
COc1ccc(-n2ncc(Cl)c(Cl)c2=O)cc1,106*,5,x,23,1.7,0,x,2
Cn1cc(CN2CCCC(C(=O)c3cccs3)C2)c(-c2cccc(Cl)c2)n1 (configuration not stated),14,-2,5,-7,-0.1,-2,0,4
CC(C1=C(CCN(C)C)Cc2ccccc21)c1ccccn1 (configuration not stated),-6,12,x,x,-0.1,4,x,x
CN1C(=O)c2cc(NC(=O)c3cccs3)ccc2OC[C@@H]2O[C@H](CC(=O)NCC(F)(F)F)CC[C@H]21,-9,27,-19,1,0.1,0,-3,6
Cc1nc(N2CCN(c3ccccn3)CC2)c2c(C)c(C(=O)Nc3c(C)cc(Br)cc3C)sc2n1,21,-5,-3,-9,0.1,3,4,-1
NC(=O)/C=C\C(=O)Nc1cccc(C(F)(F)F)c1,-5,3,-15,-38,x,-2,12,3
Nc1cc(=O)[nH]c(=O)n1-c1cccc(F)c1,15,10,x,x,0.1,4,x,-1
C[C@@H]1CN([C@H](C)CO)C(=O)c2cccc(NC(=O)Nc3ccc(C(F)(F)F)cc3)c2O[C@H]1CN(C)S(=O)(=O)c1ccc(Cl)cc1,2,-1,12,0,0.0,-1,1,0
CC(=O)C1=C(O)C(=O)N(c2cccc(C(=O)O)c2)C1c1ccccc1F (configuration not stated),-13,-4,x,-7,0.0,6,0,0
S=C(Nc1ccccc1)NC1CCN(Cc2ccccc2)CC1,x,-1,x,x,0.0,1,x,-1
CCCCCn1c(CN2CC(C)OC(C)C2)nc2c1c(=O)n(C)c(=O)n2C (configuration not stated),-4,x,-5,-1,0.0,15,0,-7
Cc1oc2cc3oc(=O)c(CCC(=O)NC4CC4)c(C)c3cc2c1C,-20,-2,2,-8,x,-1,-7,1
C[C@H]1CN([C@@H](C)CO)C(=O)c2cc(NC(=O)Nc3cccc4ccccc34)ccc2O[C@H]1CN(C)S(=O)(=O)c1cccs1,9,-12,10,-15,0.3,2,0,0
C[C@H](CO)N1C[C@H](C)[C@@H](CN(C)CC2CCCCC2)Oc2ccc(NC(=O)Cc3cn(C)c4ccccc34)cc2C1=O,x,-2,39,-19,0.6,8,6,4
O=C(C[C@@H]1CC[C@@H]2[C@H](COC[C@H](O)CN2C(=O)c2ccccc2)O1)NCc1ccc(-c2ccccc2)cc1,-14,-16,17,-6,0.0,2,-1,1
CCN1CCN(c2ccccc2NC(=O)c2ccc(-n3cccn3)cc2)CC1,6,-1,4,0,0.0,2,0,-2
C[C@H](CO)N1C[C@H](C)[C@@H](CN(C)C(=O)c2ccccc2)OCCCC[C@H](C)Oc2ccc(NC(=O)C3CCCCC3)cc2C1=O,-9,-15,-18,12,-0.8,-1,1,1
Cc1ccccc1[C@H](NC1c2ccccc2C=Cc2ccccc21)P(=O)(c1ccccc1)c1ccccc1,0,-4,x,x,0.0,0,x,-3
C[C@@H]1CCCCO[C@@H](CN(C)C(=O)c2ccccc2)[C@@H](C)CN([C@H](C)CO)C(=O)c2cc(NC(=O)Nc3ccc(C(F)(F)F)cc3)ccc2O1,6,-8,x,13,0.1,0,-2,-4
Cc1ccc(C)c(NC(=O)COC(=O)c2c(C)nn(-c3ccccc3)c2C)c1,-2,-1,5,x,0.2,-10,0,1
Cc1sc2nc(CSCC(=O)N(C)CC(=O)Nc3ccc(F)cc3)[nH]c(=O)c2c1C,0,1,25,8,0.0,2,7,3
CO[C@H]1CN(C)C(=O)c2ccc(NC(=O)c3ccccc3)cc2OC[C@H](C)N(C(=O)C2CC2)C[C@@H]1C,4,10,x,1,0.3,0,x,0
O=C(CNS(=O)(=O)c1ccc2ccccc2c1)Nc1ccc(F)c(F)c1F,-7,5,-1,1,-0.1,4,-1,2
CCC(=O)N1[C@@H]2c3cccc(=O)n3C[C@@H]2[C@@H](CO)[C@@H]1C(=O)N1CCCCC1,5,0,-2,x,0.2,0,-2,-4
Cc1nn(C)cc1NC(=O)C[C@H]1CC[C@H]2[C@@H](COc3ccc(NC(=O)C(C)C)cc3C(=O)N2C)O1,10,x,6,-2,0.3,x,2,x
O=C(N/N=C/C=C/c1ccco1)c1ccncc1,1,57,x,9,0.0,3,1,5
Cn1c(=O)[nH]c(=O)c2c1nc(N1CCCCC1)n2CCCSc1nnnn1-c1ccccc1,-1,-2,x,x,0.3,-4,0,x
NC(=O)Cc1ccc(C(=O)c2ccccc2)s1,2,-5,1,-18,0.0,15,-1,-5
CC(C)NC(=O)N(C)C[C@H]1OCCCC[C@H](C)Oc2ccc(NS(=O)(=O)c3ccc(F)cc3)cc2C(=O)N([C@H](C)CO)C[C@@H]1C,-5,6,x,3,-0.1,3,0,-2
CCOC(=O)c1cc(NC(=O)Nc2ccccn2)c(C)nc1C,-16,-1,x,x,0.2,1,x,-2
Cc1cccc(OCC(=O)N/N=C/c2cn[nH]c2-c2ccc(Cl)c(Cl)c2)c1,27,0,x,-10,x,2,0,-3
Cc1cccc(-c2ccc([C@@H]3[C@@H](CO)N4CCCCN(S(=O)(=O)c5ccccc5F)C[C@H]34)cc2)c1,48,-10,-216,-2,u,0,51,21*
COc1ccc2c3c([nH]c2c1)[C@@H](CO)NCC31CCN(C(=O)Nc2ccccc2F)CC1,-25,x,x,-4,0.1,x,x,-3

# 2 compounds picked at random from those above:
structure,LGR2 inh,S100A4 inh HTS,Statin myotox sup,PGC1a acetyl inh,Xi reactivation,ERAP1 inh,Cneo AK release,SIRT5 block
Cc1cccc(-c2ccc([C@@H]3[C@@H](CO)N4CCCCN(S(=O)(=O)c5ccccc5F)C[C@H]34)cc2)c1,48,-10,-216,-2,u,0,51,21*
CCOC(=O)c1cc(NC(=O)Nc2ccccn2)c(C)nc1C,-16,-1,x,x,0.2,1,x,-2

# Next entries follow.
structure,LGR2 inh,S100A4 inh HTS,Statin myotox sup,PGC1a acetyl inh,Xi reactivation,ERAP1 inh,Cneo AK release,SIRT5 block
CC(=O)c1cccc(Nc2nc(-c3cccnc3)cs2)c1,-40,-12,-6,2,0.0,2,4,4
O=C(c1cnsn1)N1CCC(CO)(Cc2ccc(Cl)cc2)CC1,26,6,-14,2,0.0,2,6,-2
CCC(C)N(C(=O)COc1ccc(Cl)c2cccnc12)C1CCS(=O)(=O)C1 (configuration not stated),5,34,8,-5,0.1,3,2,-10
O=C(NC(=S)NC1CCCCC1)c1ccc(Cl)cc1,-76,-2,1,x,0.0,-1,9,1
CC1CC(C)CN(C(=O)CCC(=O)Nc2nnc(C(C)C)s2)C1 (configuration not stated),-1,-19,x,x,0.1,-2,x,-5
CC(C)NC(=O)[C@@H]1C[C@@]1(C)[C@@H](NC(=O)OCc1ccccc1)c1ccccc1,11,-6,x,-2,0.0,2,0,x
C[C@@H]1CN([C@H](C)CO)S(=O)(=O)c2ccc(-c3ccccc3)cc2O[C@H]1CN(C)Cc1ccccc1,25,x,-106,7,0.9,x,x,x
O=C(Nc1nccs1)C1(S(=O)(=O)c2ccc(Cl)cc2)CC1,-7,1,31,-10,x,0,0,4
O=C(NC1CCCCC1)C(c1cccnc1)N(CCc1ccccc1)C(=O)Cc1cccs1 (configuration not stated),-13,2,x,x,1.1,2,x,-6
C[C@@H]1CN([C@@H](C)CO)C(=O)c2cc(NC(=O)NC3CCCCC3)ccc2O[C@@H]1CN(C)Cc1ccccc1,2,-20,-21,-13,-1.1,-2,-2,8

# This is a subset; rates above refer to the full screens.
